SENP6 inh: SENP6 protease inhibition; actives 1.8% (n = 330,000); Q9GZR1; Recombinant SENP6 catalytic domain, aminoluciferin luminescence; inhibition, % at 10 µM;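 active means inhibition above about 50% at the single tested dose, limit read from the data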;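 further: plate controls were DMSO wells with enzyme for no effect and DMSO wells lacking enzyme for full effect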
Target sequence (Q9GZR1 628-1112 limits assumed): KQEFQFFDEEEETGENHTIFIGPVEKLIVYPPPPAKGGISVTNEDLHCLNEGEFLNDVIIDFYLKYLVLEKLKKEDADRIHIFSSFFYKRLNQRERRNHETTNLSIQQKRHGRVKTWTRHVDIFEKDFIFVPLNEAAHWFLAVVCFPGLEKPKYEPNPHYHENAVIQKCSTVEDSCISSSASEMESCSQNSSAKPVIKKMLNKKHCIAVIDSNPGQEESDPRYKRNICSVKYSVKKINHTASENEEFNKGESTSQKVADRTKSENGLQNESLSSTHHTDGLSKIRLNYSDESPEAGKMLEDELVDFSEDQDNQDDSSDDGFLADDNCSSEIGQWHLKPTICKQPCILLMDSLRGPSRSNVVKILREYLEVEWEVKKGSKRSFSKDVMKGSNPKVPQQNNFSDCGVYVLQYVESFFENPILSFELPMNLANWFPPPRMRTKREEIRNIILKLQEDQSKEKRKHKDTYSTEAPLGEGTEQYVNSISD
SENP1 inh: SENP1 (human) catalytic domain inhibition | AID 624204 | Q9P0U3 | recombinant SENP1 catalytic domain, CyPet-SUMO1-YPet FRET cleavage | actives 0.21% (n = 360,000) | inhibition, % at 10 µM;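 active means inhibition at least 30% at 10 µM, raw YFP signal under a set limit, fluorescence ratio 0.5 to 1.5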;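 further: 0% = enzyme with DMSO and 100% = no enzyme wells; some results filed as inactive read as strong as hits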
Target sequence (Q9P0U3 419-644 limits assumed): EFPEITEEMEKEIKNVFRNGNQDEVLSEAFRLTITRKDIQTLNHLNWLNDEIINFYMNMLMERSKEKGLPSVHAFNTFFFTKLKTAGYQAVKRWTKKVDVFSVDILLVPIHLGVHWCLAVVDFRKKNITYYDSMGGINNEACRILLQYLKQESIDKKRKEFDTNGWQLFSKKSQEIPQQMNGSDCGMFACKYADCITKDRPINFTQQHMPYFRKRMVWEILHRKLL
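Test system: recombinant human SENP1 catalytic domain, His6-tagged / Medium: pH 8 Tris buffer with EDTA, NaCl, BME, BSA, NP40, catalase / Also added: SUMO1 FRET substrate flanked by Cypet and Ypet, 25 nM / Times: 50 min reaction at room temperature / Signal: FRET, CFP and YFP emission / Control set: no-enzyme low control and enzyme-plus-DMSO high control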
SENP7 inh: blocks the human protease SENP7; Q9BQF6; recombinant SENP7, Z-RLRGG-aminoluciferin luminescence, 40 min; inhibition, % at 5 µM; actives 1.5% (n = 330,000); AID 434973;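 active means inhibition above about 50% at the single test dose, limit read from the data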;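 further: plate controls were DMSO with enzyme for no effect and no enzyme buffer wells for full effect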
UBC13 polyUb: inhibitors of human UBC13 polyubiquitin chain formation; P61088; TR-FRET; inhibition, % at 20 µM; actives 0.47% (n = 330,000); AID 485273; in the data active means inhibition above about 45%, passing the limit was not always enough
SENP8 block-1: inhibitors of human SENP8 protease | Q96LD8 | purified SENP8, Z-RLRGG-aminoluciferin cleavage, luminescence | inhibition, % at 10 µM | actives 1.2% (n = 330,000) | AID 2540; in the data active means inhibition above about 50%
Target sequence (Q96LD8 whole entry, looked up): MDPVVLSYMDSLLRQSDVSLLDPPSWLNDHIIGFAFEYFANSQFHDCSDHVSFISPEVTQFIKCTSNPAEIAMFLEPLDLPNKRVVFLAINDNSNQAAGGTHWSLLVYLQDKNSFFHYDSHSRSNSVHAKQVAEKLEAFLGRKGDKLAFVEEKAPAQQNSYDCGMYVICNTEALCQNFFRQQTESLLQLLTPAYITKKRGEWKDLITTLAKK
Apaf1 inhib: inhibitors of human Apaf-1 apoptosome; O14727; reconstituted apoptosome caspase-3 activity, DEVD-Rh110 fluorescence; inhibition, % at 20 µM; actives 0.71% (n = 330,000); active means inhibition of at least 40% at 20 µM;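 further: plate controls were DMSO wells for no effect and DEVD-CHO caspase inhibitor wells for full effect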
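Material: reconstituted apoptosome with Apaf-1, cytochrome c, caspase-9, procaspase-3, dATP / Buffer or medium: pH 7.5 Hepes buffer with CHAPS, BSA, DTT / Also added: cytochrome c with DEVD-Rh110 / Schedule: compound with Apaf-1, dATP, procaspase-3 30 min, then 50 min reaction, room temperature / Technique: rhodamine 110 fluorescence at Ex 480/Em 540 nm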
SENP8 block-2: SENP8 (human) protease inhibition; Q96LD8; recombinant SENP8, Nedd8 substrate fluorescence; inhibition, % at 20 µM; actives 0.64% (n = 360,000); AID 602440; in the data active means inhibition mostly above about 40%, no sharp cut-off; inactive means mostly below about 27%
APOBEC3G inh: APOBEC3G (human) deaminase inhibition. Q9HC16. actives 0.28% (n = 330,000). recombinant A3G, ssDNA deamination FAM/TAMRA fluorescence. inhibition, % at 20 µM;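 active means inhibition of at least 40% at 20 µM, with no more than 30% in the related APOBEC3A deaminase screen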;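 further: plate controls were DMSO wells with A3G for no effect and wells lacking A3G enzyme for full effect; some compounds called inactive have numbers as strong as hits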
An asterisk follows results filed as active; i = inactive; / = no result given.

SMILES,SENP6 inh,SENP1 inh,SENP7 inh,UBC13 polyUb,SENP8 block-1,Apaf1 inhib,SENP8 block-2,APOBEC3G inh
CC1CCCN(CCCNC(=O)c2ccc(CS(=O)(=O)Cc3cccc(Cl)c3)o2)C1 (stereo unspecified),-2,1,-4,-2,5,3,12,-5
Cn1c(SCc2ccccc2C#N)nnc1-c1ccncc1,0,0,12,-5,-8,-4,4,-2
Cn1/c(=N\NC(=O)C2CCCCC2)sc2ccccc21,3,4,5,-8,-3,-4,-4,-3
COc1ccc(NC(=O)Cn2c(CCC(=O)O)ccc2-c2ccccc2)cc1,6,2,3,-2,2,-3,-56,-7
N#C/C(=C\c1c(N2CCCCC2)nc2ccccn2c1=O)S(=O)(=O)c1ccccc1,-10,-36,-2,-7,-7,24,-15,1
CCOC(=O)c1ccccc1NC(=O)C1COc2ccccc2O1 (stereo unspecified),6,4,-1,4,1,0,8,-3
COc1ccc2c(c1)c(C(=O)N/N=C/c1ccccc1Cl)c(C)n2C,8,-1,-1,1,4,4,-59,-9
Cc1ccc(NC(=O)CCS(=O)(=O)c2cccc3nonc23)cc1,-10,3,2,4,2,-3,25,-7
CCOC(=O)c1sc2nc(CC(=O)OC)nc(NCCN(CC)CC)c2c1C,-4,1,-5,8,1,-1,-285,1
COc1ccc(CC2(CO)CCN(Cc3cccnc3)CC2)cc1,6,-1,4,10,-3,2,8,-7
CN(C(=O)COC(=O)c1cc2c(s1)CCCCC2)C1CCS(=O)(=O)C1 (stereo unspecified),-3,-1,-2,6,-8,-4,4,-7
CC1CCCC(C)N1CC(O)Cn1c2ccccc2c2ccccc21 (stereo unspecified),2,-1,-5,15,4,-17,12,-3
CN1CCC(N(CCc2ccccc2)C(=O)CCC(=O)O)CC1,-16,0,-8,-13,-5,-1,12,-1
CN(C)C(=O)CCc1ccc2c3c([nH]c2c1)[C@]1(C)[C@@H](C(=O)N2CCOCC2)C[C@H](CC(=O)NCCC2=CCCCC2)C(=O)N1CC3,/,-2,5,/,/,3,14,1
Cc1ccc(C)c(N2CCN(C(=O)Cc3c(C(=O)O)[nH]c4ccc(Cl)cc34)CC2)c1,-10,1,6,15,4,-4,28,-5
COc1ccc(NC(=O)CSc2nnc(NC(=O)C3CC3)s2)cc1OC,-14,0,1,3,2,3,4,0
NC(=O)c1ccc(=O)n(Cc2ccc(F)c(F)c2)c1,-10,0,-9,-7,-6,2,5,-2
O=C(Nc1nnc(S(=O)(=O)N2CCOCC2)s1)c1cccc(Br)c1,22,0,-2,-2,6,13,-183,-5
O=C(CN1C(=O)c2ccccc2S1(=O)=O)Nc1cccc(S(=O)(=O)N2CCCCC2)c1,-6,0,-5,-8,-8,12,10,-6
Cn1c(=O)n(C)c2cc([N+](=O)[O-])c(N3CCN(C(=O)c4cccc(F)c4)CC3)cc21,10,7,11,-25,5,-8,28,-11
O=C(NNC(=O)c1ccc(S(=O)(=O)N2CCCC2)cc1)c1ccc(Br)cc1,1,-1,3,4,9,7,14,-9
CCOC(=O)CN(C(=O)CSc1nnc2c(n1)[nH]c1ccc(OC)cc12)c1ccc(F)cc1,3,1,-7,-34,-10,27,4,0
CCn1c(C)[n+](CC)c2ccc(S(=O)(=O)NC)cc21,-15,-2,-8,0,-3,5,3,21
COc1ccc(OC)c(-c2nn(-c3ccccc3)cc2C(=O)N2CCc3ccccc3C2)c1,-10,-2,2,5,1,18,-50,-6

Entries of single compounds, quoted from the list. Order of screens: SENP6 inh | SENP1 inh | SENP7 inh | UBC13 polyUb | SENP8 block-1 | Apaf1 inhib | SENP8 block-2 | APOBEC3G inh
O=C(CN1C(=O)c2ccccc2S1(=O)=O)Nc1cccc(S(=O)(=O)N2CCCCC2)c1 as listed: -6 | 0 | -5 | -8 | -8 | 12 | 10 | -6
CCn1c(C)[n+](CC)c2ccc(S(=O)(=O)NC)cc21 as listed: -15 | -2 | -8 | 0 | -3 | 5 | 3 | 21

(more compounds)
SMILES,SENP6 inh,SENP1 inh,SENP7 inh,UBC13 polyUb,SENP8 block-1,Apaf1 inhib,SENP8 block-2,APOBEC3G inh
Cc1cccc(NC(=O)C2CCN(S(=O)(=O)c3ccc(Cl)cc3)CC2)n1,-13,2,4,2,-9,8,-2,-8
Cc1ccc(S(=O)(=O)N2CCCCC2)cc1NC(=O)CN1C(=O)c2ccccc2S1(=O)=O,-15,-1,-5,-13,-7,1,-9,-4
O=C(NCc1cccnc1)Nc1ccc(Cl)c(Cl)c1,6,1,-3,14,-18,-1,9,-9
CC(NC(N)=O)C(=O)OCc1ccc(Cl)cc1Cl (stereo unspecified),-7,-2,2,9,-1,-2,3,-2
O=S(=O)(Nn1c(O)c(C=C2N=c3ccccc3=N2)sc1=S)c1ccccc1,0,-16,-9,-25,-8,7,1,-7
Cc1ccc(N2CCN(S(=O)(=O)c3ccc4c(c3)NC(=O)C(C)C(=O)N4)CC2C)cc1 (stereo unspecified),9,3,-3,4,5,7,6,-7
O=C(CC1S/C(=N\S(=O)(=O)c2ccccc2)N(c2ccccc2)C1=O)Nc1ccc(F)cc1 (stereo unspecified),-8,0,3,13,1,6,14,-8
C=CCNCC(=O)Nc1ccccc1SCC(=O)Nc1ccsc1C(=O)OC,-9,0,-1,-8,-1,8,0,-5
CCOC(=O)c1[nH]c2cc3c(cc2c1NC(=O)CN1CCC2(CC1)OCCO2)OCO3,-2,-2,2,-3,1,-4,-497,-5
CCCn1c(C(Cc2ccccc2)NC(=O)COC)nc2ccccc21 (stereo unspecified),4,1,5,1,-2,0,9,-3
CC(=O)/C(CN1CCCCC1)=N\O,-11,3,5,-4,4,-5,10,-4
O=C(c1ccc2c(c1)N(Cc1ccccc1)C(=O)CS2)N1CCOCC1,-2,1,2,-1,-1,-12,12,-6
COC(=O)NC(=S)N1CCOCC1,-10,3,3,-5,-4,-3,12,-7
O=C(Nc1ccccc1C(=O)N1CCCC1)c1ccc(Cl)c([N+](=O)[O-])c1,8,1,1,-6,8,4,4,0
COc1ccc(-c2noc(CN3CCN(c4ccccc4)CC3)n2)cc1,-6,2,-7,2,5,4,0,-1
Cc1ccc(-n2c(O)c(/C=C3/C(c4ccccc4)=Nc4ccccc43)c(=O)[nH]c2=O)cc1,-3,-2,2,-92,-3,18,-18,1
CC(OC(=O)c1cccc(-n2cnnn2)c1)C(=O)Nc1ccc(F)cc1 (stereo unspecified),-15,3,8,-4,-8,2,-4,-3
O=C(Nc1nc2ccc(Cl)cc2s1)c1cccc(N2C(=O)CCC2=O)c1,-4,-10,1,32,15,5,-234,-2
Cc1onc(-c2c(Cl)cccc2Cl)c1C(=O)Nc1ccc2c(c1)OCO2,-9,-1,2,-2,7,-11,10,-3
CCOC(=O)C1=CC[C@@H](c2cc(OC)c(OC)c(OC)c2)N(S(=O)(=O)c2ccc(C)cc2)[C@H]1C(=O)OCC,4,2,9,7,4,21,16,-3
O=C(Nc1ccccc1)C1CCOC1=O (stereo unspecified),-10,-1,2,5,8,-13,19,0
Cc1ccc(NC(=O)NCc2cccnc2)cc1Cl,-5,0,3,-2,0,0,3,-7
CCOC(=O)c1ccccc1NC(=O)C1CCN(c2ncnc3sc(C)c(C)c23)CC1,-4,-3,-6,0,-10,21,-41,-4
COc1ccc(-c2ncncc2-c2ccc(OC)c(OC)c2)c(O)c1,-6,-6,6,3,-6,1,-24,-5
Cc1cccn2c(=O)nc(SCC(=O)c3ccccc3)nc12,-8,0,3,-4,1,4,-25,-1
O=C(CSc1nc(SCC(=O)NCc2ccccc2)n(-c2ccccc2)n1)NCc1ccccc1,12,3,31,-1,-1,8,16,0
O=C(Cc1ccc(Cl)cc1)NNC(=O)Nc1cccc2ccccc12,0,0,2,-1,-4,-13,-161,-8
CCn1c(SCC(=O)Nc2cc(S(=O)(=O)N3CCOCC3)ccc2OC)nnc1-c1ccncc1,1,-8,-1,-14,-9,4,-32,-2
CCCc1nc(SCC(=O)N2CCCC2)c2c(=O)n(C)c(=O)n(C)c2n1,-14,0,-1,-4,-2,4,7,-7
COc1ccc(-c2sc3ccc(N4CCOCC4)cc3c2C#CC(C)(C)O)cc1,2,-5,6,34,-3,15,i,-2
CC(C)Cn1cc(C(=O)NC2CCN(Cc3ccccc3)CC2)c2c3ccccc3n(C)c2c1=O,-2,/,-5,68*,1,19,/,1
CCN(CC)S(=O)(=O)c1cc(NC(=O)CO/N=C(\N)c2ccccc2Cl)ccc1C,-9,0,5,6,0,-6,12,-8
CC(=Nc1ccc(C)cc1C)c1sc2ccccc2c1O,78*,-27,66*,10,65*,13,-25,-6
CC(C)(C)c1ccc(OC(=O)Cn2c(C(F)(F)F)nc3ccccc32)cc1,-13,6,2,-10,0,17,2,-7
COc1ccc(OC)c(-c2csc(N(C)C(=O)Cc3ccccc3)n2)c1,-32,-2,-5,2,-6,4,-2,-2
CC(C)(C)OC(=O)C[C@@H]1C/C=C\C[C@H](CC(=O)NCCO)C(=O)N2CCC[C@H]2COC1=O,-16,2,-6,-20,-11,-3,13,-3
CSc1ccccc1NC(=O)CSc1nnc(COc2ccccc2)o1,-21,0,0,2,-2,8,7,-12
COCn1ccnc1C(O)(c1ccc(OC)cc1)c1ccc(OC)cc1,-27,2,4,-2,1,-2,31,-2
CCCCn1c(N)c(N(CCOC)C(=O)COC(=O)COc2cc(C)ccc2Cl)c(=O)[nH]c1=O,-7,2,-4,9,5,-6,5,1
NC(=O)c1oc2ccccc2c1NC(=O)C1COc2ccccc2O1 (stereo unspecified),-19,2,-21,-9,-4,0,0,-8
O=c1cc(O)c(-c2cccc(C(F)(F)F)c2)c(Cl)[nH]1,14,0,-1,-13,-2,2,23,1
CS(=O)(=O)N(CC(=O)Nc1ccc(Br)cc1)C1CCCCC1,-23,1,-8,-1,-4,-4,9,-11
CCc1nc(SCC(=O)NCc2ccco2)c2c(=O)n(C)c(=O)n(C)c2n1,-22,-5,4,-2,2,1,-2,1
O=C(O)CSC(=S)N1CCCCC1,5,3,9,-6,4,-3,14,-4

Screening results (PubChem)
